Bioassay records as filed in PubChem.
Abeta yeast res: A-beta toxicity reversal in yeast; yeast expressing A-beta42, growth rescue, OD600, 48 h; response scale: 0% DMSO, 100% iron-clioquinol control; Potency, µM (doses to about 46.1 µM), for inactives: at the highest dose growth rescue, most hits filed as activators; 410,000 compounds, 0.063% hits; note: potency is the fitted concentration of half-maximal effect; nearly all actives have a fitted effect of over 55% in size
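Yeast growth medium received pinned compounds, then yeast cells expressing toxic A-beta were added; plates incubated at 30 C for 48 hr. Growth read as absorbance at 600 nm, normalized to DMSO and equimolar FeCl3 plus clioquinol controls.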
PLK1 PBD inh: inhibitors of human PLK1 polo-box domain binding; Potency, µM, for inactives: max response, negative = inhibition, actives largely listed as inhibitors; Plk1 PBD binding of FITC phosphopeptide, fluorescence polarization; AID 720504; 360,000 compounds, 2.8% hits; note: potency is the fitted concentration of half-maximal effect; series mostly up to about 57 µM; % is set by controls: 0 for no effect and ±100 for the full control effect; nearly all actives have a fitted effect of over 65% in size
Target sequence (P53350 whole entry, looked up, the tested form may be a part): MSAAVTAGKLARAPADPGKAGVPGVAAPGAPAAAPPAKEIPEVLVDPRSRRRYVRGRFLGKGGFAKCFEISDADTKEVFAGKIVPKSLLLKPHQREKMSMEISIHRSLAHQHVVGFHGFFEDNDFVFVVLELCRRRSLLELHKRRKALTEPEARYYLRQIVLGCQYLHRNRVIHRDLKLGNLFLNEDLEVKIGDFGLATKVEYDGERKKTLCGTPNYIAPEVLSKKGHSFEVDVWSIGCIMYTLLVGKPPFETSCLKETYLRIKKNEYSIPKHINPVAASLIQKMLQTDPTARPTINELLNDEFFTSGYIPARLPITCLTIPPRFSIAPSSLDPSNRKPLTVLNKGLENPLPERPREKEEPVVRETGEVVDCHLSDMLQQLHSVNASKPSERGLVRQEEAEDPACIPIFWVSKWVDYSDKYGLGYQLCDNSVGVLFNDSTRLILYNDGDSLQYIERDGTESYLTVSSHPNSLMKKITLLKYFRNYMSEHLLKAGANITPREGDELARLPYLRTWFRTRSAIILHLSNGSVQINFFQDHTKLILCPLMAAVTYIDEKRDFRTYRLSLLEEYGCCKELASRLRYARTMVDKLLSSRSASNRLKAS
aSyn yeast inh: inhibitors of alpha-synuclein toxicity in yeast | Potency, µM (doses to about 46.1 µM), without a hit: top-dose growth rescue (activation), actives largely listed as activators | Yeast expressing alpha-synuclein, growth rescue, BacTiter-Glo, 24 h | 370,000 compounds, 0.14% hits; note: potency is the fitted concentration of half-maximal effect; % of control where 0% means no effect; nearly all actives have a fitted effect of over 65% in size
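Screening used galactose-induced yeast with toxic alpha-synuclein levels, exposed to compound for 24 hr at 30 deg C. Cell growth, read with BacTiter-Glo luminescence, gave the measured signal.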
EPAC1 antag: antagonists of human EPAC1 | O95398 | EPAC1 GEF assay, Rap1b-BODIPY-GDP exchange fluorescence | Potency, µM (titrated, usually from 115 µM), inactives show at the top dose activity change, negative = inhibition, actives largely listed as inhibitors | 360,000 compounds, 0.14% hits | AID 720709;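 note: potency is the fitted concentration of half-maximal effect; plate controls were vehicle for no effect and positive control for full effect; nearly all actives have a fitted effect of over 50% in size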
PI5P4K alpha inh: inhibitors of human PI5P4K alpha; P48426; PI5P4Kalpha enzyme, ADP-Glo luminescence, 60 min; hits give low values; max response, %; 330,000 compounds, 1.2% hits; active = max response of -50% or lower; inconclusive = between -30% and -50%; inactive = -30% or higher; note: value at the top dose of about 77 µM; % is set by controls: 0 for no effect and ±100 for the full control effect
Target sequence (P48426 whole entry, looked up): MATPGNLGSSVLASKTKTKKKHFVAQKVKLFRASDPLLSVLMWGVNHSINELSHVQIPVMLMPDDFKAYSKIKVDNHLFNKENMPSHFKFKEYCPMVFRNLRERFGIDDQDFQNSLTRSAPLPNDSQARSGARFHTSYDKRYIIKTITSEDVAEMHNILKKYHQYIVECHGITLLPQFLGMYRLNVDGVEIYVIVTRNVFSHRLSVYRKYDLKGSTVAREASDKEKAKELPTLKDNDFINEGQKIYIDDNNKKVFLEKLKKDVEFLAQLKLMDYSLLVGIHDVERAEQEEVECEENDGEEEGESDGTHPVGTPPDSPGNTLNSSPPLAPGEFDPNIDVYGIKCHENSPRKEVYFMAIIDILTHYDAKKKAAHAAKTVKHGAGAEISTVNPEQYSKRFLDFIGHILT
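Luminescence from ADP-Glo served as readout of PI5P4Kalpha activity in a qHTS format. Reaction: enzyme, substrate, compound, ATP at 5 microM final, 60 min at RT.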
WRN inhibitor: inhibitors of human WRN helicase | Q14191 | WRN helicase unwinding, fluorescent forked duplex, kinetic | Potency, µM (doses to about 114 µM), inactives show top-dose activity change, negative = inhibition, hits mostly inhibitors | 360,000 compounds, 0.46% hits | AID 651768; note: potency is the fitted concentration of half-maximal effect; % is set by controls: 0 for no effect and ±100 for the full control effect; nearly all actives have a fitted effect of over 55% in size
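Screening of the MLSMR collection measured strand separation of a quenched forked DNA duplex (100 nM) by 20 nM WRN with 2 mM ATP, all final. Compounds were preincubated with enzyme 15 min at room temperature.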
IL2 activator: IL-2 activation; IL-2 activation reporter assay, cell-based qHTS; stimulated with anti-CD3/CD4/CD28 beads; in transgenic mouse T cells; activation, % (series mostly up to about 46 µM); 360,000 compounds, 0.065% hits; AID 652025; in the data active = activation above about 50%; inconclusive = mostly about 30% to 49%; note: 0% is about no effect
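Screening format: compound pinned onto unstimulated transgenic mouse T cells, 60 min incubation, then anti-CD3/anti-CD4/anti-CD28 bead stimulation for 18 hours at 37 degrees C, followed by EGFP and DsRed detection.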
EPAC1 agonist: EPAC1 (human) agonism. 360,000 compounds, 0.073% hits. AID 720707. EPAC1 agonist qHTS, biochemical assay; response scale: 100% = response to 6.5 mM cAMP. Potency, µM (doses to about 154 µM), without a hit: top-dose activation, hits mostly activators; note: potency is the fitted concentration of half-maximal effect; nearly all actives have a fitted effect of over 60% in size
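Nucleotide exchange assay: 100 nM EPAC1 with 250 nM Rap1B loaded with BODIPY-GDP and 50 uM GDP, room temperature. Fluorescence (480/540 nm) read every 5 min for 30 min; signal change normalized to 6.5 mM cAMP as full agonist.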
FUS yeast rescue: rescues growth of FUS-expressing yeast | AID 1347120 | S. cerevisiae FUS-expressing, growth rescue, OD600, 24 h | 390,000 compounds, 0.24% hits | Potency, µM (highest dose often 76.6 µM), inactives show at the top dose growth rescue (activation), most hits filed as activators;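 note: potency is the fitted concentration of half-maximal effect; plate controls were DMSO vehicle for no effect and reference control for full effect; nearly all actives have a fitted effect of over 55% in size; some results filed as inactive show a strong effect at the top dose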
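Read-out: OD at 600 nm after 24hr at 30C, reporting rescue of FUS-induced yeast toxicity. Cells at OD 0.005 in galactose (2%) minimal medium; compounds tested in a dilution series; CP55940 titration from 92uM final as control.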
* = called active by the depositor; ? = inconclusive; / = not tested or not shown; & = joins results of further samples; [ ] = dose if it differs, or a comment. Unless noted, calls come from the whole dose curve; as a rule, active = well fitted curve in the direction sought with a large enough effect; inconclusive = small, poorly fitted or top-dose-only effect, or another doubt; inactive = no such curve, though single readings can be large; an effect the other way counts as inactive or inconclusive.

Order of values – Abeta yeast res	PLK1 PBD inh	aSyn yeast inh	EPAC1 antag	PI5P4K alpha inh	WRN inhibitor	IL2 activator	EPAC1 agonist	FUS yeast rescue
[1] CCOc1ccc2nc(N3CCC(C(=O)NCCCN4CCOCC4)CC3)sc2c1
  -5%	-8%	-2%	-7%	2	-10%	-0.3	11%	9%
[2] COc1ccc(NC(=O)C2CCN(c3nc(C)nc4c3CCC4)CC2)cc1
  13%	-17%	-13%	1%	6	-1%	-0.2	7%	18%
[3] O=C(CC(=O)Nc1ccccn1)Nc1ccccn1
  -17%	-1%	0%	-3%	-2	-5%	1.3	7%	8%
[4] CCOC(=O)N1CCN(C(=O)CCl)CC1
  -8%	-7%	5%	-28%	0	1%	-0.5	13%	-7%
[5] Cc1ccsc1/C=N/n1cnc2sc(C)c(C)c2c1=O
  8%	-13%	-4%	-13%	7	11%	-0.2	2%	-16%
[6] O=S(=O)(c1cccc(-c2nc3ccccc3s2)c1)N1CCCC1
  -21%	-14%	1%	-4%	/	-13%	-2.4	15%	15%
[7] C=CCN(CC=C)C(=S)NC(=O)c1ccc(OC)c(Br)c1
  5%	-8%	?	2%	/	-13%[57.1 µM]	-3.3	12%	7%
[8] O=C1c2ccccc2C(=O)N1CC(O)CNc1ccc(Br)cc1 (stereo not drawn)
  -2%	-2%	12%	-6%	6	2%	-2.9	5%	/
[9] C[N+]1=C2CCCCCN2C(O)(c2ccccc2)C1 (stereo not drawn)
  11%	-7%	2%	5%	/	3%	1.5	2%	-15%
[10] COC(=O)c1ccc(CN2CCN(Cc3ccc(C(=O)OC)o3)CC2)o1
  -8%	-6%	0%	-1%	-4	16%	-0.2	1%	-5%
[11] CCCCCCN1C[C@@H](n2cc(C3CC3)nn2)[C@H](O)C[C@@H]1c1ccc(Cl)cc1
  11%	6%	?	-11%	6	-1%	-3.0	-5%	13%
[12] CCOc1ccc(OCc2ccc(C(=O)N(C)c3ccccc3)o2)cc1
  -5%	-15%	1%	-4%	-1	9%	-3.7	-1%	24%
[13] CC1CCN(C(=O)Cn2c3ccccc3c3nc4n(c(=O)c32)CCCS4)CC1
  23%	3%	10%	?	4	-4%	0.2	1%	5%
[14] CC1Sc2ccc(S(=O)(=O)CCC(=O)NCc3ccccc3)cc2NC1=O (stereo not drawn)
  4%	?	-5%	-22%	-11	-11%	-2.3	14%	7%
[15] CCCOC1CCCN(C(=O)c2cc(COc3ccc(-n4cncn4)cc3)on2)C1 (stereo not drawn)
  14%	-2%	7%	-4%	6	-5%[57.1 µM]	-1.3	-2%	17%
[16] N/C(=N\OC(=O)c1ccncc1)c1cccc([N+](=O)[O-])c1
  -5%	-1%	5%	-4%	1	3%	-2.7	-2%	22%
[17] CCC(=O)NCCC(c1ccco1)c1ccccc1OC (stereo not drawn)
  -5%[9.22 µM]	-9%	-7%	13%	1	-27%	-5.6	1%	17%
[18] CN1C(=O)C(c2ccccc2[N+](=O)[O-])C(=O)c2ccccc21 (stereo not drawn)
  -2%	?	-6%	7%	2	-7%[57.1 µM]	-1.3	6%	4%
[19] C=C1c2cccc(OC)c2O[C@H](C(=O)OCC)[C@@H]1CCCCCC
  12%	-20%	6%&18%	?	?	-5%	-0.7	-32%[inhibitor]	12%
[20] Cc1ccc(N2C(=O)CC(Nc3ccccc3)C2=O)cc1 (stereo not drawn)
  15%	-1%	-2%	-2%	/	1%	-1.1	3%	-2%
[21] CCOc1ccc(CCNC(=O)c2cnccn2)cc1OCC
  -12%	-1%	0%	5%	6	6%	-0.8	-10%	-25%
[22] CSCC[C@H](NC(=O)[C@@H]1Cc2ccccc2CN1)C(=O)NC[C@H]1CC[C@H](C(=O)O)CC1
  -10%	-8%	0%	0%	-1	0%	-0.4	15%	-18%
[23] CCOc1ccccc1N1CC(C(=O)Nc2cccc(S(=O)(=O)N3CCCCC3)c2)CC1=O (stereo not drawn)
  2%	-1%	-19%	2%	3	-7%	2.8	9%	?
[24] CCN(CC)S(=O)(=O)c1ccc(Cl)c(NC(=O)CSc2cccc[n+]2[O-])c1
  5%	-8%	3%	-4%	1	-3%	3.0	4%	15%
[25] CC(=O)Nc1ccc(NC2CCCCC2NS(=O)(=O)c2ccccc2)cc1 (stereo not drawn)
  1%	1%	1%	14%	1	-2%	-1.6	-6%	36%
[26] O=C(NC1CC(=O)N(c2cccc(F)c2)C1)N1CCN(C(=O)c2ccco2)CC1 (stereo not drawn)
  24%	-7%	-5%	8%	4	4%	-2.4	-7%	3%
[27] COc1ccccc1OCCNC(=O)c1ccc(S(=O)(=O)N(C)C)cc1
  0%	-8%	0%	-1%	/	-2%	0.4	8%	25%
[28] CCc1cc2c(NCc3ccco3)ncnc2s1
  -7%	?	0%	-17%	-20	-7%	-2.2	7%	-14%
[29] COc1cccc(OC)c1C(=O)NCC12CC3CC(C1)CC(CNC(=O)c1c(OC)cccc1OC)(C3)C2
  -6%	3%	-4%	13%	1	9%	0.7	-1%	6%
[30] COc1ccccc1C(=O)CN1C(=O)NC2(CCc3ccccc32)C1=O (stereo not drawn)
  7%	-1%	4%	-5%	-10	6%	-2.9	0%	21%
[31] Cc1ccc(NS(=O)(=O)c2ccc(N3CCN(c4ccc(O)cc4)CC3)c([N+](=O)[O-])c2)c(C)c1
  -80%[inhibitor]	-17%	?	-34%	-1	-23%	-4.5	1%	?
[32] O=C(Nc1ccccc1)C(Cl)C(=O)c1ccccc1 (stereo not drawn)
  -93%[inhibitor]	1.5µM*	-69%[inhibitor]	-13%	-2	-23%	-1.2	-11%	0%
[33] Cc1ccc(C(=O)COC(=O)c2cc(=O)[nH]c3ccccc23)cc1C
  -3%	-6%	-1%	-4%	1	-8%[11.6 µM]	4.0	6%	20%
[34] COc1ccc2c(CCNC(=O)CN3C(=O)c4ccccc4C3=O)c[nH]c2c1
  -9%	3%	-5%	-16%	6	9%	-3.0	-6%	-29%
[35] COc1ccc(Cn2cc(CN3CC(N4CCCCC4)CS3(=O)=O)nn2)cc1 (stereo not drawn)
  -13%	-6%	-6%	-2%	1	-5%	-0.4	-6%	-21%
[36] CCc1nnc(NC(=O)CSc2nnc(CSc3nc(C)cc(C)n3)o2)s1
  22%	-3%	-2%	9%	/	-5%	1.8	-3%	23%
[37] CCOC(=O)C1CCN(C(=O)c2ccc(CNS(=O)(=O)c3ccc(OC)cc3)cc2)CC1
  13%	1%	0%	11%	2	0%	-0.4	-8%	-7%
[38] Cc1cc(=O)cc(C)n1-c1ccc(Cl)c(Cl)c1
  -7%	-5%	-2%	9%	4	-22%	-1.9	-1%	-3%
[39] COC(=O)c1ccc(C2/C(=C(\O)c3ccc4c(c3)OCCO4)C(=O)C(=O)N2c2nnc(C)s2)cc1 (stereo not drawn)
  15%	-21%	-3%	-14%	3	-10%	-0.4	4%	?
[40] COc1ccc(Nc2ccc(N3C(=O)CCCC3=O)cc2[N+](=O)[O-])cc1OC
  -1%	-1%	6%	1%	-8	-3%	-0.3	4%	-2%
[41] C=CCC[C@H](CCCCC)OC(=O)/C=C/[C@@H](O)[C@H](O)C[C@@H](O)CC=C
  8%	-7%	6%	-23%	16	-9%	-0.1	-29%	?
[42] O=C(O)COCC(=O)NCc1csc2ccc(Cl)cc12
  -9%	-10%	1%	-20%	0	-3%	-3.2	6%	-6%
[43] Cc1ccc(-c2nc(SCC(=O)c3c(N)n(C)c(=O)n(C)c3=O)n[nH]2)cc1
  5%	-13%	-2%	-15%	0	0%	-0.7	-1%	-18%
[44] O=C(CNc1cccc(F)c1)Nc1cccc(S(=O)(=O)N2CCCCC2)c1
  2%	5%	1%	-6%	-7	-2%	-0.6	3%	8%
[45] CCc1nnc(NC(=O)c2nc(S(=O)(=O)Cc3cccc(C)c3)ncc2Cl)s1
  -15%&-17%	27µM*	17%	-8%	-27	?	-4.2	-23%	12%&20%
[46] O=C(Nc1cccc(Br)c1)C1CC(=O)N(C2CCCC2)C1 (stereo not drawn)
  2%	-6%	4%	-19%	2	4%	-0.3	-11%	12%

Profiles, looked up by structure:
`Cc1ccc(-c2nc(SCC(=O)c3c(N)n(C)c(=O)n(C)c3=O)n[nH]2)cc1` is listed with Abeta yeast res: 5%; PLK1 PBD inh: -13%; aSyn yeast inh: -2%; EPAC1 antag: -15%; PI5P4K alpha inh: 0; WRN inhibitor: 0%; IL2 activator: -0.7; EPAC1 agonist: -1%; FUS yeast rescue: -18%
`O=C(CNc1cccc(F)c1)Nc1cccc(S(=O)(=O)N2CCCCC2)c1` is listed with Abeta yeast res: 2%; PLK1 PBD inh: 5%; aSyn yeast inh: 1%; EPAC1 antag: -6%; PI5P4K alpha inh: -7; WRN inhibitor: -2%; IL2 activator: -0.6; EPAC1 agonist: 3%; FUS yeast rescue: 8%

2 records drawn at random from the list so far, as already listed:
Order of values – Abeta yeast res	PLK1 PBD inh	aSyn yeast inh	EPAC1 antag	PI5P4K alpha inh	WRN inhibitor	IL2 activator	EPAC1 agonist	FUS yeast rescue
[45] CCc1nnc(NC(=O)c2nc(S(=O)(=O)Cc3cccc(C)c3)ncc2Cl)s1
  -15%&-17%	27µM*	17%	-8%	-27	?	-4.2	-23%	12%&20%
[33] Cc1ccc(C(=O)COC(=O)c2cc(=O)[nH]c3ccccc23)cc1C
  -3%	-6%	-1%	-4%	1	-8%[11.6 µM]	4.0	6%	20%
